Abeta rescue: compounds reversing amyloid beta toxicity in yeast | yeast expressing A-beta42, growth rescue, OD600, 48 h; response scale: 0% DMSO, 100% iron-clioquinol control | Potency, µM (series often up to 46.1 µM), without a hit: top-dose growth rescue, usual class: activators | actives 0.063% (n = 410,000) | AID 1347071; note: potency is the fitted concentration of half-maximal effect; nearly all actives have a fitted effect of over 55% in size
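Yeast growth medium received pinned compounds, then yeast cells expressing toxic A-beta were added; plates incubated at 30 C for 48 hr. Growth read as absorbance at 600 nm, normalized to DMSO and equimolar FeCl3 plus clioquinol controls.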
Nrf2 ARE act: Nrf2 pathway activation; AREc32 ARE-luciferase reporter (MCF7-derived line), luminescence, 24 h; Potency, µM (highest dose often 46.1 µM), inactives show at the top dose activation, hits mostly activators; actives 0.31% (n = 410,000); AID 624171; note: potency is the fitted concentration of half-maximal effect; % of control where 0% means no effect; nearly all actives have a fitted effect of over 65% in size
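Nrf2 activation is followed as ARE-luciferase induction in the AREc32 line after one day of compound treatment; luminescence is read with Steady-Glo.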
Akt phos inh: blocks phosphorylation of Akt | Neuro2A IGF-stimulated pAkt S473 HTRF, 20 min; active compounds read low | actives 0.32% (n = 360,000) | AID 651550 | activity change, % for hits at 50 µM; in the data active = activity change below about -80%; inconclusive = mostly about -51% to -80%; note: % is set by controls: 0 for no effect and ±100 for the full control effect
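Neuro2A cells (4,500/well, DMEM with 0.5% FBS) were treated with compound at a single 50 µM final concentration, stimulated with 6 nM IGF for 20 min at 37 °C, and lysed. Phospho-Akt Ser473 was read by HTRF as 665/615 ratio ×10^4.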
TGFb SMAD3 inh: TGF-b pathway inhibition. AID 588855. HepG2 CAGA-GFP TGF-b/SMAD3 reporter, GFP fluorescence, 18 h; TGF-beta stimulated, 500 pg/mL final. Potency, µM (titrated, usually from 46.1 µM), for the others: at the top dose activity, negative = inhibition, usual class: inhibitors. actives 1.2% (n = 410,000); note: potency is the fitted concentration of half-maximal effect; % is set by controls: 0 for no effect and ±100 for the full control effect; nearly all actives have a fitted effect of over 65% in size
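TGF-beta reporter screen: HEPG2 CAGA-GFP, 1% FBS, 500 pg/mL TGF-beta final, 18 h; per-cell GFP summed per well; curves fitted and categorized by class.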
A549 viability: counter-screen for Nrf2 inhibitors: cytotoxicity in A549 cells; A549 ARE-Fluc cells, CellTiter-Fluor viability, 18-24 h; Potency, µM (titrated, usually from 46 µM), without a hit: at the highest dose activity change, negative = cytotoxicity, most hits filed as inhibitors; actives 0.16% (n = 390,000); AID 504648; note: potency is the fitted concentration of half-maximal effect; % is set by controls: 0 for no effect and ±100 for the full control effect
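Cytotoxicity counterscreen: CellTiter-Fluor fluorescence was measured in A549 ARE_Fluc cells after 18-24 h of compound exposure in a concentration series. The subsequent BugLite luminescent read reports ARE-luciferase activity.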
Mm-Cpn inhibitor: inhibitors of Methanococcus maripaludis chaperonin (MmCpn). purified Mm-Cpn ATPase, ADP Transcreener TR-FRET. Potency, µM (top dose mostly 76.9 µM), for the others: at the top dose activity, negative = inhibition, usual class: inhibitors. actives 0.031% (n = 330,000); note: potency is the fitted concentration of half-maximal effect; % is set by controls: 0 for no effect and ±100 for the full control effect; nearly all actives have a fitted effect of over 80% in size
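25 nM Mm-CPN + cpd, 10 min 37°C; + 10 uM ATP, 30 min 37°C; buffer 30 mM Tris pH 7.4, 100 mM KCl, 5 mM MgCl2, 1 mM DTT; Transcreener ADP HTRF detection 30 min RT.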
HepG2 tox: kills HepG2 cells in TGF-b inhibitor counter-screen; actives 0.76% (n = 410,000); HepG2 CAGA-GFP viability, ATP luminescence, 18 h; Potency, µM (doses to about 46.1 µM), for the others: at the top dose activity change, negative = cytotoxicity, usual class: cytotoxic; note: potency is the fitted concentration of half-maximal effect; some results filed as inactive show a strong effect at the top dose
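CellTiter-Glo luminescence gave cytotoxicity after 18 hours at 37 degrees C. The cells were HepG2 CAGA-GFP in 1% FBS DMEM, stimulated with 500 pg/mL TGF-beta after compound addition. %Activity was normalised to no-cell wells (complete cell-killing) and DMSO (no toxicity), and curves were fitted and classified.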
CCT modulator: modulators of cytosolic chaperonin (CCT/TRiC) activity | purified chaperonin ATPase assay, HTRF ADP detection, 30 min | activity change, % (concentration not given with the values), hits read low | actives 0.3% (n = 360,000); in the data active = activity change below about -30%; note: % is set by controls: 0 for no effect and ±100 for the full control effect
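TRiC (40 or 20 nM final, by batch activity) in 30 mM Tris pH 7.4, 100 mM KCl, 5 mM MgCl2, 1 mM DTT was treated with compound at 76 uM single dose, then 10 uM ATP, 30 min at 37 °C. ADP was read by HTRF Transcreener.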
Nrf2 block: inhibitors of Nrf2 signaling; actives 2.1% (n = 360,000); Potency, µM (top dose mostly 46 µM), for the others: at the highest dose activity change, negative = inhibition, hits mostly inhibitors; AID 504444; A549 ARE-Fluc reporter, luciferase luminescence, 18-24 h; note: potency is the fitted concentration of half-maximal effect; % is set by controls: 0 for no effect and ±100 for the full control effect; nearly all actives have a fitted effect of over 60% in size
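Concentration-response testing used A549 ARE_Fluc cells at 5000 cells/well. Following an 18-24 h compound incubation, viability was read by fluorescence (Ex 405/Em 525) and luciferase output by luminescence.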
Numbers without * were called inactive; i = inactive; u = inconclusive; x = no result given; [ ] = another dose, or the depositor's remark. Unless noted, calls come from the whole dose curve; as a rule, active = well fitted curve in the direction sought with a large enough effect; inconclusive = small, poorly fitted or top-dose-only effect, or another doubt; inactive = no such curve, though single readings can be large; an effect the other way counts as inactive or inconclusive.

[1] CCCn1c(=O)c(C(=O)Nc2cccc(C)n2)c(O)c2ccccc21
[2] O=C(CSc1nnc(-c2ccccc2)c(-c2ccccc2)n1)Nc1ncc(Cl)cc1Cl
[3] C=CCC1S/C(=N/N=C/c2cccs2)NC1=O (stereo not given)
[4] O=C(CC(=O)N/N=C\c1ccc(F)cc1)NCCc1ccccc1
[5] Cc1nn(S(=O)(=O)c2ccccc2)c(C)c1Sc1ccc([N+](=O)[O-])cc1
[6] O=C(N/N=C/c1ccco1)c1cccc(S(=O)(=O)Nc2ccccc2Cl)c1
Screen / compound no.	1	2	3	4	5	6
Abeta rescue	8%	5%	1%	-1%	u	4%
Nrf2 ARE act	18%	0.2%	11%	-0.1%	-0.3%	20%
Akt phos inh	i	i	i	i	i	i
TGFb SMAD3 inh	2%	6%	-1%	1%	-2%	0%
A549 viability	0%	-1%	0%	3%	-3%	-11%
Mm-Cpn inhibitor	2%	2%	2%	-4%	-1%	2%
HepG2 tox	-4%	-24%	-25%	-15%	0%	3%
CCT modulator	-2.7	0.6	-5.9	0.6	-3.2	1.2
Nrf2 block	u	4%	1%	7%	u	3%

From compound 5 as far as 6, as listed above:
[5] Cc1nn(S(=O)(=O)c2ccccc2)c(C)c1Sc1ccc([N+](=O)[O-])cc1
[6] O=C(N/N=C/c1ccco1)c1cccc(S(=O)(=O)Nc2ccccc2Cl)c1
Screen / compound no.	5	6
Abeta rescue	u	4%
Nrf2 ARE act	-0.3%	20%
Akt phos inh	i	i
TGFb SMAD3 inh	-2%	0%
A549 viability	-3%	-11%
Mm-Cpn inhibitor	-1%	2%
HepG2 tox	0%	3%
CCT modulator	-3.2	1.2
Nrf2 block	u	3%

Back to the main list, repeating the 2 entries before the break.
[5] Cc1nn(S(=O)(=O)c2ccccc2)c(C)c1Sc1ccc([N+](=O)[O-])cc1
[6] O=C(N/N=C/c1ccco1)c1cccc(S(=O)(=O)Nc2ccccc2Cl)c1
[7] O=C(COc1ccc(Cl)cc1)Nc1ccc(-c2nc3ccccc3s2)c(O)c1
[8] COc1ccc(/C=C/C(=O)Nc2ccc(S(=O)(=O)Nc3onc(C)c3C)cc2)cc1OC
[9] CCNC(=O)C1CCCN(C(=O)c2ccc(-c3ccccc3)cc2)CC1 (stereo not given)
[10] O=C(CSc1nnc(-c2ccccc2)o1)Nn1cnnc1
[11] COc1ccc(-n2nc(C(=O)NCC(=O)N(C)Cc3ccccc3)c3ccccc3c2=O)cc1
[12] CCOC(=O)/C(C#N)=C\C1=C(N2CCCC2)CC(C)(C)OC1
Screen / compound no.	5	6	7	8	9	10	11	12
Abeta rescue	u	4%	7%	3%	10%	2%	8%	9%
Nrf2 ARE act	-0.3%	20%	-0.1%	-0.4%	1.2%[9.22 µM]	-0.9%	-0.3%	-0.7%
Akt phos inh	i	i	x	i	i	i	i	i
TGFb SMAD3 inh	-2%	0%	-7%	u	5%	-26%	5%	-2%
A549 viability	-3%	-11%	5%	6%	x	5%	-8%	u
Mm-Cpn inhibitor	-1%	2%	x	-5%	x	-1%	1%	0%
HepG2 tox	0%	3%	-50%	3%	12%	-2%	7%	-2%
CCT modulator	-3.2	1.2	x	0.6	-1.1	-2.1	-0.8	-2.5
Nrf2 block	u	3%	12%	4%	x	2%	-6%	x

[13] O=C(O)CC/C(=N\Nc1ccccc1[N+](=O)[O-])c1cccs1
[14] CCCCCCCCC(=O)N1C(C)CCC1C (stereo not given)
[15] CCc1ccc(NC(=O)c2cc3sc(Cl)cc3n2C)cc1
[16] Cc1[nH]c2ccc(C(=O)OCC(=O)NC3(C#N)CCCCC3)cc2c1C
[17] Cc1cccc(N2CCN(CCCNc3ncnc4onc(-c5ccc(Cl)cc5)c34)CC2C)c1 (stereo not given)
[18] COc1ccccc1C(=O)Nc1ccc(NC(=O)C2CCCCC2)nc1
Screen / compound no.	13	14	15	16	17	18
Abeta rescue	-13%	2%	-44%[inhibitor]	5%	3%	-8%
Nrf2 ARE act	u	-0.3%	11%	-0.1%	0.7%	-0.5%
Akt phos inh	i	i	x	i	x	i
TGFb SMAD3 inh	0%	1%	4%	-4%	-16%	u
A549 viability	u	x	-1%	-2%	-13%	3%
Mm-Cpn inhibitor	-2%	x	x	-1%	x	1%
HepG2 tox	3%	4%	-26%	-1%	-14%	-17%
CCT modulator	-6.6	1.1	x	-4.2	x	-1.6
Nrf2 block	-13%	x	u	-6%	u	-21%

Laid out differently: entries from further up
Sequence of screens: Abeta rescue	Nrf2 ARE act	Akt phos inh	TGFb SMAD3 inh	A549 viability	Mm-Cpn inhibitor	HepG2 tox	CCT modulator	Nrf2 block
(13) O=C(O)CC/C(=N\Nc1ccccc1[N+](=O)[O-])c1cccs1
→ -13%	u	i	0%	u	-2%	3%	-6.6	-13%
(14) CCCCCCCCC(=O)N1C(C)CCC1C (stereo not given)
→ 2%	-0.3%	i	1%	x	x	4%	1.1	x

Next records follow.
[19] Cc1ccc2[nH]c(-c3cccc(F)c3)cc(=O)c2c1
[20] Cc1ccc(NC(=O)C(C)NC(=O)OCc2ccccc2)cc1C (stereo not given)
[21] Cc1cc(C)n(C(C)Sc2ccccc2)n1 (stereo not given)
[22] CCOC(=O)C1NN=C(C(=O)c2ccccc2)C1c1ccccc1 (stereo not given)
[23] COC(=O)c1ccc2nc(C3CCCCC3)c(Cc3ccc(OC)cc3C)n2c1
[24] CC(C)=NNc1nc2c(c(=O)[nH]c(=O)n2C)n1CCc1ccccc1
Screen / compound no.	19	20	21	22	23	24
Abeta rescue	-2%	-14%	0%	-16%	-5%	-4%
Nrf2 ARE act	3.8%	-0.8%	0.5%	7.8%	5.5%	0.1%
Akt phos inh	i	i	i	i	i	i
TGFb SMAD3 inh	u	0%	-11%	5%	-14%	2%
A549 viability	-7%	1%	12%	7%	x	3%
Mm-Cpn inhibitor	1%	0%	-7%	-3%	x	-1%
HepG2 tox	22%	-38%	-2%	7%	-12%	-9%
CCT modulator	0.2	-2.8	0.1	-0.8	-0.7	-2.1
Nrf2 block	u	-7%	22%	8%	x	-4%

[25] O=C1N(CN2CCOCC2)c2ccccc2C12OCC(CCl)O2 (stereo not given)
[26] Cc1cnc(NC(=O)c2cncc(Br)c2)s1
[27] CCCc1ccc(-c2cc(N)n[nH]2)cc1
[28] CNC(=O)c1nc(C)c(C2(C)CC(c3cccc([N+](=O)[O-])c3)=NO2)s1 (stereo not given)
[29] CS(=O)(=O)N1CCN(S(=O)(=O)c2ccccc2[N+](=O)[O-])CC1
[30] COc1cc2[nH]c(=O)n(CCCCCC(=O)N3CCN(c4ccccn4)CC3)c(=O)c2cc1OC
Screen / compound no.	25	26	27	28	29	30
Abeta rescue	-3%	-17%	1%	3%	-9%	5%
Nrf2 ARE act	0.0%	4.5%	0.3%	0.4%	2.7%	-0.3%
Akt phos inh	i	i	i	i	i	i
TGFb SMAD3 inh	-4%	6%	-12%	u	6%	8%
A549 viability	-2%	3%	-15%	2%	-5%	u
Mm-Cpn inhibitor	0%	0%	-1%	3%	2%	-1%
HepG2 tox	-2%	-4%	-17%	-1%	-1%	7%
CCT modulator	-0.1	-1.4	-1.8	-0.2	-0.7	0.6
Nrf2 block	-19%	u	1%	13%	1%	1%

[31] Cc1ccc(S(=O)(=O)c2nc(-c3ccccc3F)oc2N2CCCCC2)cc1
[32] CC1=NN(S(=O)(=O)c2ccc(Cl)cc2Cl)C(=O)c2ccccc2O1
[33] CCOc1ccc(C(=O)O/N=C(\N)c2ccccn2)cc1OCC
[34] O=C1OC(Nc2ccc(F)cc2F)c2ccccc21 (stereo not given)
[35] Cc1cc(OC(=O)c2c(F)cc(F)cc2F)nc(C)n1
[36] Cc1ccc(-n2c(SCC(=O)c3ccccc3)nc3c([nH]c4ccccc43)c2=O)cc1
Screen / compound no.	31	32	33	34	35	36
Abeta rescue	-9%	-15%	18%	5%	4%	-4%
Nrf2 ARE act	0.2%	2.3%	0.2%	-0.4%	-0.5%	-0.4%
Akt phos inh	x	i	i	i	i	x
TGFb SMAD3 inh	u	-14%	8%	0%	14%	7%
A549 viability	13%	1%	u	11%	-5%	7%
Mm-Cpn inhibitor	x	0%	-5%	0%	1%	x
HepG2 tox	-4%	-16%	0%	-47%	4%	-1%
CCT modulator	x	-0.6	-1.1	-3.1	-0.2	x
Nrf2 block	4%	-24%	-3%	5%	-3%	x

[37] O=C(Cn1nnc2ccccc2c1=O)N1CCOCC1
[38] CCn1nnc(-c2ccccc2NS(=O)(=O)c2ccc(S(=O)(=O)N3CCCCCC3)cc2)n1
[39] CCOCCOC(=O)c1cccc(NC(=O)OCC)c1
[40] Cc1ccc(-n2c(CNc3ccc(F)cc3)nnc2SCC(=O)N2CCOCC2)cc1
[41] CCc1oc2c(C)c(O)ccc2c(=O)c1-c1ccc2ccccc2n1
[42] CCOC(=O)N1CCN(CC(=O)Nc2nc3ccc(OC)cc3s2)CC1
[43] COCCSc1ccccc1C(=O)Nc1cc(C)cc(C)c1
Screen / compound no.	37	38	39	40	41	42	43
Abeta rescue	-12%	10%	7%	16%	7%	14%	-23%
Nrf2 ARE act	-0.7%	-0.3%	3.3%	-0.3%	0.2%	2.4%	-0.3%
Akt phos inh	i	i	i	i	i	i	i
TGFb SMAD3 inh	-22%	4%	-2%	-22%	-23%	6%	-1%
A549 viability	-1%	-7%[1.84 µM]	-5%	0%	-6%	1%	-15%
Mm-Cpn inhibitor	0%	-4%	0%	-1%	-2%	1%	2%
HepG2 tox	0%	-8%	-18%	-3%	-19%	7%	5%
CCT modulator	0.3	-1.7	-2.5	1.3	0.3	1.2	-1.1
Nrf2 block	8%	-18%	6%	x	6%	1%	-19%

Assay outcomes (PubChem)
